Assay outcomes deposited in PubChem by National Center for Advancing Translational Sciences (NCATS).
TRHR PAM: qHTS for Small Molecule Agonists and Allosteric Enhancers of Human TRH Receptor: Primary Screen for Enhancers | 0.66% of 360,000 active | Thyrotropin-releasing hormone receptor (Homo sapiens), P34981 | enhancement, % at 2 µM | TRHR cells, fluo-8 calcium fluorescence, EC20 TRH enhancement; in the data active means enhancement above about 30%; further: 0% is about no effect
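TRHR-expressing cells loaded with fluo-8 calcium dye were read kinetically (ex 480/em 530) during compound addition, then stimulated with an EC20 of TRH (10 nM final). Enhancement of the Gq-mediated intracellular calcium response was scored.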
TRHR agonist: qHTS for Small Molecule Agonists and Allosteric Enhancers of Human TRH Receptor: Primary Screen for Agonists | 0.18% of 360,000 active | activation, % at 2 µM | TRHR cells, calcium flux fluo-8, FDSS agonist mode | Thyrotropin-releasing hormone receptor (Homo sapiens), P34981; in the data active means activation above about 30%; further: 0% is about no effect
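Agonist-mode FDSS calcium read (Ex 480/Em 530, 1 s cycles) in 1536-well TRHR cells with fluo-8 dye, after 10-cycle baseline and 23 nL compound addition; TRH at EC20 (10 nM final) added afterwards for the enhancer phase.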
D1 ag: Allosteric Agonists of the Human D1 Dopamine Receptor: qHTS; activation, % at 2 µM; 1% of 360,000 active; D(1A) dopamine receptor (Homo sapiens), P21728; HEK293 T-REx D1 cells, calcium flux, agonist mode; in the data active means activation above about 30%; further: 0% is about no effect
Target sequence (P21728 whole entry, looked up): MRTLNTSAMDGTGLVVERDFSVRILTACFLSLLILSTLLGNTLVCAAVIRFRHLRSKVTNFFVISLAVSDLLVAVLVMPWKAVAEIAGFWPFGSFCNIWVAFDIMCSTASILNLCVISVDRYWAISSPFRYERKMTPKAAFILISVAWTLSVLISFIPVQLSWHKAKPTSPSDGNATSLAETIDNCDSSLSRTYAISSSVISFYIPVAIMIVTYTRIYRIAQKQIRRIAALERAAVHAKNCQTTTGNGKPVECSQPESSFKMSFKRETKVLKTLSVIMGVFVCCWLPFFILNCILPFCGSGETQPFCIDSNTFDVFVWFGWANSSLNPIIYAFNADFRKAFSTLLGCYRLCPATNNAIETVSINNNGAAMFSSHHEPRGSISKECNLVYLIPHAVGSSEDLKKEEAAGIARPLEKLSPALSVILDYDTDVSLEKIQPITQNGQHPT
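Inducible HEK293 T-REx D1 cells, force-coupled to calcium signalling, were plated at 4000 cells/well with tetracycline and held overnight at 30 C. After no-wash calcium dye loading, compound-evoked calcium rise over 180 s flagged agonists.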
RXFP1 antagonist: qHTS Assay for Antagonists of the Relaxin Receptor RXFP1. HEK293-RXFP1, relaxin-stimulated cAMP HTRF, 30 min; hits give low values. AID 1259400, 2018. 0.59% of 350,000 active. Relaxin receptor 1 (Homo sapiens), Q9HBX9. activity change, negative = inhibition, % at 57.5 µM;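 active means activity change of -60% or lower, but not beyond a set lower limit; inconclusive means change between -60% and -40%, or beyond the set limit; inactive means change above -40%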; further: on the % scale 0 is the no-effect control and ±100 the full control effect
D1 potentiator: Potentiators of Human D1 Dopamine Receptor: qHTS. HEK293 TREx D1 cells, calcium flux, dopamine EC20 potentiation. potentiation, % at 10 µM. 0.036% of 360,000 active. AID 504651, 2011; in the data active means potentiation above about 30%; further: 0% is about no effect
D1 antag: Antagonist of Human D 1 Dopamine Receptor: qHTS; D(1A) dopamine receptor (Homo sapiens), P21728; HEK293 TREx D1 cells, calcium flux, dopamine EC80; hits give low values; activity change, negative = inhibition, % at 10 µM; 3.2% of 360,000 active; AID 504652, 2011; in the data active means activity change below about -30%; further: on the % scale 0 is the no-effect control and ±100 the full control effect
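Tetracycline-induced HEK293 Trex D1 cells, force-coupled to calcium, dye-loaded; compounds added and read 180 s, then EC80 dopamine added and calcium flux tracked kinetically another 180 s.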
Anesthetic bind: qHTS Assay for Identification of Novel General Anesthetics. apoferritin/1-aminoanthracene competitive binding, fluorescence. Potency, µM (series often up to 77.5 µM), inactives show at the top dose activity change, negative = displacement, hits mostly inhibitors. 0.074% of 350,000 active. AID 485281, 2010; further: potency means the concentration at half of the fitted maximal effect; on the % scale 0 is the no-effect control and ±100 the full control effect; nearly all actives have a fitted effect of over 20% in size
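Concentration-response curves derived by four-parameter Hill fitting of normalized fluorescence, where compounds displaced 1-AMA from 10 uM horse apoferritin following a brief 10 min room-temperature incubation; propofol titration acted as positive control.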
RXFP1 ag: qHTS Assay for Agonists of the Relaxin Receptor RXFP1; Relaxin receptor 1 (Homo sapiens), Q9HBX9; HEK293T-RXFP1 cAMP TR-FRET, 30 min; response scale: percent of porcine relaxin response, buffer zero; Potency, µM (doses to about 57.5 µM), for the others: at the highest dose activation, usual class: activators; 0.3% of 370,000 active; further: potency means the concentration at half of the fitted maximal effect; on the % scale 0 is the no-effect control and ±100 the full control effect; nearly all actives have a fitted effect of over 60% in size; many of its hits are not listed in these tables
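Agonist response is measured as cAMP accumulation in an RXFP1-transfected HEK293T line under PDE4 inhibition. Values are scaled between buffer-only and 29 nM porcine relaxin, and EC50s come from standard Hill equation fits.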
D2 potentiator: HTS Assay for Positive Allosteric Modulators of the Human D2 Dopamine Receptor: Primary Screen for Potentiators; D(2) dopamine receptor (Homo sapiens), P14416; HEK293 T-REx D2, calcium flux, EC20 dopamine potentiation; potentiation, % at 10 µM; 0.34% of 340,000 active;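 active means potentiation over 3 SD above the plate norm, cut at about 30% in these data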; further: 0% is about no effect
Target sequence (P14416 whole entry, looked up): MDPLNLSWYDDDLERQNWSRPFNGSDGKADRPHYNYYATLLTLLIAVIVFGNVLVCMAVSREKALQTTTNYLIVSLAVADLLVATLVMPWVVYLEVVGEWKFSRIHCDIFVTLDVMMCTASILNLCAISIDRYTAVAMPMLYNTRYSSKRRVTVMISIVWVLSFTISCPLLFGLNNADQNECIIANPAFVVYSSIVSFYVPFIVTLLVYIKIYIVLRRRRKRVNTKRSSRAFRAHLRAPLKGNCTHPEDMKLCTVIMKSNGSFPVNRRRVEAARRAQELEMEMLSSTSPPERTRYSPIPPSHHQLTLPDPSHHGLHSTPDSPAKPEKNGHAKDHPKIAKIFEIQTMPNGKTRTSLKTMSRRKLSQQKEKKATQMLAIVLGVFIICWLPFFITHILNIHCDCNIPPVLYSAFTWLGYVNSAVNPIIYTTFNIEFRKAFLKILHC
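Using a no-wash calcium dye in inducible, force-coupled HEK293 Trex cells expressing D2, we tracked fluorescence each second for 180 s after compound, then for 180 s after EC20 dopamine to detect augmented signalling.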
* marks the source's active call; other numbers are inactive results; ? = inconclusive; . = not tested or not shown; & = joins results of further samples; [ ] = dose if it differs, or a comment. Unless noted, the call rests on the fitted dose curve; in most records, active means well fitted curve in the direction sought with a large enough effect; inconclusive means small, poorly fitted or top-dose-only effect, or another doubt; inactive means no such curve, though single readings can be large; an effect the other way counts as inactive or inconclusive. Only part of the results is shown; rates above refer to the full screens.

Every second line gives: TRHR PAM, TRHR agonist, D1 ag, RXFP1 antagonist, D1 potentiator, D1 antag, Anesthetic bind, RXFP1 ag, D2 potentiator
CCc1ccc(OCC(=O)Nc2c(C(=O)c3ccc(Br)cc3)oc3ccccc23)cc1
  2, 0.5, 2, 2, -2, -8, 3%, 0.4%, 5
CCCN(CCC)C(=O)c1oc2ccccc2c1NC(=O)Cc1cccc(OC)c1
  -8, -1.8, 13, -18, 7, -1, -16%, 4.5%, 15
CC(Oc1cccnc1[N+](=O)[O-])C(=O)Nc1ccc(Cl)cn1 (stereo unspecified)
  -1, -0.5, 0, -10, 1, -9, ., -1.6%, 8
CCOc1ccccc1NC(=O)C1=C(C)NC(=O)NC1c1cccs1 (stereo unspecified)
  -9, -1.1, 2, -8, -5, -2, -6%, 0.3%, -5
Cc1sc(NC(=O)c2ccccc2F)c(CN2CCCCC2C)c1C (stereo unspecified)
  20, 0.0, 0, ., -6, 5, ?, 3.2%, -3
O=C(O)Cn1ccc2cc(S(=O)(=O)N3CCCCCC3)ccc21
  -6&2, 0.4&0.7, 4&-2, 20&-22, -5&0, -7&-19, -8%&-3%, 1.3%&0.6%, -16&6
Cc1ccccc1CCN(CC(=O)NCc1ccc(F)cc1)C(=O)c1csnn1
  -3, -0.1, 7, -2, -4, 3, -5%, -1.6%, -2
CC(C)(C)OC(=O)N1CCCN(C(=O)Nc2ccccc2)CC1
  6, -0.8, 2, -3, 1, 30, -3%, -0.4%, 5
COc1ccc(Nc2c3c(nc4nncn24)CCC3)cc1OC
  0, 0.8, -1, 6, 0, -3, -1%, 16%, 3
COc1ccc2oc(=O)c(-c3csc(-c4ccc(Br)cc4)n3)cc2c1
  1, 0.2, 2, 3, 0, 24, 2%, 10%, 7
CC(C)O/C(=N\S(=O)(=O)c1ccc(Cl)cc1)c1ccccc1
  8, 0.0, -1, -3, -1, ., -19%, 1.9%, -14
O=C(CCNS(=O)(=O)c1ccccc1F)N1CCN(S(=O)(=O)c2cccc(F)c2)CC1
  9, 0.0, 0, 5, 5, -2, ., -1.3%, .
O=C(CN1CCN(S(=O)(=O)c2ccccc2)CC1)Nc1ccccc1C(=O)c1ccccc1
  1, 1.2, 9, ., -4, -10, -16%, -0.6%, -3
Cc1ccc(/C=C2\SC(=S)N(CCCC(=O)Nc3nccs3)C2=O)cc1
  4, -1.3, 2, 8, -7, 2, 8%, -0.4%, 5
O=C(Nc1ccccc1F)c1nc(SCc2ccccc2F)ncc1Cl
  0, 1.3, 12, -32, 1, 2, ?, 0.3%, -4
CCn1ncc(Br)c1C(=O)Nc1ccccc1C(F)(F)F
  -2, -1.3, 4, 2, -6, -2, -1%, 1.9%, -10
Cc1ccc(-c2nn(Cc3ccccc3)cc2C(=O)N2CCN(c3ccccn3)CC2)cc1
  -5, -0.4, 2, -10, -4, -16, ., 2.7%, -4
O=C(NCCC1=CCCCC1)c1cc2ccccc2oc1=O
  1, -0.7, 2, 5, -14, -3, 5%, 0.7%, .
Fc1ccc(NCc2ccccc2F)cc1Cl
  -7, -0.9, 1, 26, -3, 1, ?, 2.5%, 21
CC1(C)CC[C@]2(C(=O)O)CC[C@]3(C)C(=CC[C@@H]4[C@@]5(C)CC[C@H](O)C(C)(C)[C@@H]5CC[C@]43C)[C@@H]2C1
  -1, -0.2, 0, ., 1, 29, -6%, -1.8%, 7

The last six entries of the section above come first, to join the parts.
Every second line gives: TRHR PAM, TRHR agonist, D1 ag, RXFP1 antagonist, D1 potentiator, D1 antag, Anesthetic bind, RXFP1 ag, D2 potentiator
O=C(Nc1ccccc1F)c1nc(SCc2ccccc2F)ncc1Cl
  0, 1.3, 12, -32, 1, 2, ?, 0.3%, -4
CCn1ncc(Br)c1C(=O)Nc1ccccc1C(F)(F)F
  -2, -1.3, 4, 2, -6, -2, -1%, 1.9%, -10
Cc1ccc(-c2nn(Cc3ccccc3)cc2C(=O)N2CCN(c3ccccn3)CC2)cc1
  -5, -0.4, 2, -10, -4, -16, ., 2.7%, -4
O=C(NCCC1=CCCCC1)c1cc2ccccc2oc1=O
  1, -0.7, 2, 5, -14, -3, 5%, 0.7%, .
Fc1ccc(NCc2ccccc2F)cc1Cl
  -7, -0.9, 1, 26, -3, 1, ?, 2.5%, 21
CC1(C)CC[C@]2(C(=O)O)CC[C@]3(C)C(=CC[C@@H]4[C@@]5(C)CC[C@H](O)C(C)(C)[C@@H]5CC[C@]43C)[C@@H]2C1
  -1, -0.2, 0, ., 1, 29, -6%, -1.8%, 7
COc1ccc(S(=O)(=O)N2CCC(C(=O)O)(c3ccccc3)CC2)cc1
  -6, -0.1, 3, -1, -3, 13, 6%, 0.1%, -11
C=CCn1c(SCC(=O)NC2CC2)nnc1C1CC1
  0, 0.1, 4, 9, 0, 2, -5%, 0.5%, 7
CCCCc1ccc(NC(=O)COc2ccc(C(=O)Nc3ccccc3OC)cc2)cc1
  -1, 1.2, 12, ., -2, -12, 2%, 0.0%, 9
Cc1ccc(-c2csc(=Nc3cccnc3)n2CCCN2CCCC2=O)cc1C
  -2, 3.0, 0, -5, -1, 10, -7%, -0.2%, 6
CCOc1ccc(CN2C(=O)c3ccccc3Sc3ccc(C(=O)NC)cc32)cc1
  -1, 0.1, 1, ., 1, 20, -14%, 1.8%, 0
N/C(=N/OC(=O)c1ccccc1Cl)c1ncc([N+](=O)[O-])s1
  -1, -0.1, 2, -3, -2, -12, 5%, 2.3%, -2
CS(=O)(=O)N(CC(=O)Nc1cccnc1)c1ccc2c(c1)OCO2
  2, -0.1, 2, 3, -1, 4, 35%[activator], -0.7%, 13
CC1CCC(NC(=O)c2ccc3snnc3c2)CC1 (stereo unspecified)
  -1, 0.0, 0, 7, -9, -6, -14%, 0.9%, -10
Cc1oc(-c2ccc(Cl)cc2)nc1CN1CCCC(C(=O)NCCc2ccccc2)C1 (stereo unspecified)
  7, -0.5, 7, ., -4, -4, -1%, 2.1%, 2
CN(C)c1ccc(C(=O)c2ccc(N(C)C)c(N)c2)cc1N
  -7, -0.5, 2, -11, 0, -7, -19%, -0.2%, 2
Cc1ccc(CNC(=O)CN2CCN(Cc3ccc(C)cc3)C2=O)cc1
  -5, -1.9, 1, -3, -1, 9, -7%, 0.2%, -6
CCC(NC(=O)CCc1c(C)c2cc3c(C)c(C)oc3cc2oc1=O)C(=O)N[C@@H](Cc1ccccc1)C(=O)O (stereo partly specified)
  24, -0.6, 0, ., 0, 3, -12%, 5.7%, 5
Nc1nc(Nc2cccc(F)c2)nc(NCc2ccco2)c1[N+](=O)[O-]
  4, -1.1, 10, -2, 16, 6, -12%, 1.3%, 0
CCOCCn1c(CN2CCN(c3ccc(F)cc3)CC2)nc2c1c(=O)n(C)c(=O)n2C
  3, -0.7, 1, 4, 1, -5, -23%, 4.0%, 3
COc1ccc(NC(=O)CN(C)S(=O)(=O)c2ccc(Br)s2)cc1OC
  2, -0.8, -2, -24, -5, -12, -5%, 7.3%, 3
CC1CN(CCCCSc2ccccc2)CC(C)O1 (stereo unspecified)
  -8, -0.1, 4, -7, 5, -4, 0%, 0.1%, -4
Nc1ncc(CN2CCCC(C(=O)Nc3ccc(-c4ccco4)cc3)C2)cn1 (stereo unspecified)
  0, -0.1, 1, 4, 0, 6, -12%, 1.0%, -4
COc1cc2c(cc1OC)C(C(=O)N(C)Cc1ccccc1)C(c1cccnc1)N(C)C2=O (stereo unspecified)
  6, -0.1, 2, 15, 4, -17, -4%, -1.6%, .
Cc1ccc(-n2c(C)cc(C(=O)COc3cccnc3[N+](=O)[O-])c2C)cc1
  -6, -0.4, 3, -1, 0, -6, -15%, 0.1%, -3
COc1ccc(-n2nnc(-c3nc(-c4cccs4)no3)c2N)cc1
  15, 0.8, 3, -13, -3, 3, -7%, 0.6%, -10
Cc1cccc(N2CCC(N3CCN(C4CCCCC4)C(CCO)C3)CC2)c1C (stereo unspecified)
  -1, -0.2, 0, -34, 0, 12, ?, 0.7%, 9
NNc1nc2sc3c(c2c(=O)[nH]1)CCc1ccccc1-3
  6, 0.3, -1, -13, -2, -1, -17%, 0.2%, 17
CCc1ccc(S(=O)(=O)NC2CCCCNC2=O)cc1 (stereo unspecified)
  0, 0.0, 1, 4, 4, -24, -2%, 1.8%, -2

Full records as entered above. Order of values: TRHR PAM, TRHR agonist, D1 ag, RXFP1 antagonist, D1 potentiator, D1 antag, Anesthetic bind, RXFP1 ag, D2 potentiator
`Nc1ncc(CN2CCCC(C(=O)Nc3ccc(-c4ccco4)cc3)C2)cn1` (stereo unspecified) in the list: 0, -0.1, 1, 4, 0, 6, -12%, 1.0%, -4
`CS(=O)(=O)N(CC(=O)Nc1cccnc1)c1ccc2c(c1)OCO2` in the list: 2, -0.1, 2, 3, -1, 4, 35%[activator], -0.7%, 13
`COc1cc2c(cc1OC)C(C(=O)N(C)Cc1ccccc1)C(c1cccnc1)N(C)C2=O` (stereo unspecified) in the list: 6, -0.1, 2, 15, 4, -17, -4%, -1.6%, .
